LYP inhibition: PTPN22 lymphoid phosphatase activity blockers – biochemical, fluorescence intensity, uHTS (AID 1779); recombinant LYP phosphatase, fluorescence intensity; higher % means a stronger effect; inhibition, % at 11.5 µM, or IC50 in µM where a hit was titrated; 290,000 tested, 0.054% active;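 note: plate controls were vehicle with enzyme for no effect and no enzyme for full effect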
Lipid droplet: modulators of hepatic lipid droplet formation; AID 1656; inhibition, % at 6.5 µM; 240,000 tested, 0.4% active; AML12 mouse hepatocytes, oleate lipid droplets, BODIPY imaging;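 active = lipid droplet intensity inhibited by at least 50%, with more than 500 cells counted; inconclusive = wells with under 300 cells, treated as cytotoxic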
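Assay system: AML12 hepatocytes (mouse) / Also added: 100 µM oleic acid challenge / Times: overnight treatment with compound plus oleate / Detection: high-content imaging of BODIPY-stained droplets and DAPI nuclei / Evaluation: % inhibition of lipid droplet signal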
HEK293 NOD2/NF-kB: NOD2 signaling inhibitors, cell-based, luminescence, uHTS, HEK293 (AID 1566). HEK293 NOD2/NF-kB luciferase reporter, luminescence; higher % means a stronger effect. inhibition, % at 4 µM; hits with a dose series show EC50 in µM. 290,000 tested, 0.63% active; note: many of its hits are not listed in these tables
P. falciparum M17LAP: P. falciparum M17LAP inhibitors, primary screen, biochemical, fluorogenic H-Leu-NHMec substrate, 1536-well (AID 1619); recombinant M17LAP, H-Leu-NHMec fluorogenic kinetic assay; higher % means a stronger effect; inhibition, % at 30 µM; hits with a dose series show IC50 in µM; 220,000 tested, 0.38% active;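 active = compound inhibiting the enzyme by more than half at any dose during confirmatory dose-response retesting; inconclusive = strong single-dose inhibitors picked by rank but not retested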;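 note: plate controls were full reaction with DMSO carrier for no effect and no enzyme background for full effect; strong numbers were not always called active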
AID2073: disruptors of CaV2.2 binding to Mint1 – biochemical, HTRF (AID 2073). 290,000 tested, 0.19% active. HTRF protein-protein interaction, Mint1-CaV2.2; higher % means a stronger effect. one-dose inhibition, % at 20 µM; IC50 in µM for titrated hits; in the data active = inhibition mostly above about 51%, no sharp cut-off; inconclusive = no clear call, values can overlap the other calls; inactive = mostly below about 53%; note: some results filed as inactive read as strong as hits
M1AAP inhibition: malaria alanyl aminopeptidase activity blockers – biochemical, fluorogenic H-Leu-NHMec substrate, 1536-well (AID 1445). 220,000 tested, 0.42% active. recombinant M1AAP, H-Leu-NHMec fluorogenic kinetic assay; higher % means a stronger effect. inhibition, % at 30 µM; hits with a dose series show IC50 in µM;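 active = primary inhibition above the hit cutoff, then over 50% inhibition at one or more dose response concentrations, cut at about 23% in these data, passing the limit was not always enough; inconclusive = conflicting primary data, or primary hits not chosen for dose response; inactive = low primary inhibition, or under 50% at every dose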;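 note: plate controls were DMSO full reaction for no effect and no enzyme background for full effect; strong numbers were not always called active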
ER stress rescue: protection against thapsigargin-triggered cell killing – 384-well, CSM14.1, ATP luminescence, primary screen (AID 1222); CSM14.1 thapsigargin-induced death rescue, ATP luminescence; higher % means a stronger effect; cellular ATP content (survival), % at 20 µM; hits with a dose series show EC50 in µM; 190,000 tested, under 10 active;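 active = EC50 below 50 µM in the dose-response confirmation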;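 note: death triggered by thapsigargin at about 15 µM added after 2 h compound pretreatment; cell ATP read after overnight thapsigargin exposure of roughly 18 to 22 hours; normalized against plate controls of thapsigargin alone and 5% DMSO vehicle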
SIAH1 antagonists: Siah-1 peptide-binding antagonists, primary screen, biochemical, fluorescence polarization, rhodamine-plectin, uHTS (AID 1817); Siah-1 / rhodamine-plectin peptide fluorescence polarization; higher % means a stronger effect; one-dose displacement, % at 20 µM; IC50 in µM for titrated hits; 290,000 tested, 0.02% active;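 active = displacement of at least 50% at 20 µM, with a fluorescence ratio check between 0.3 and a set limit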;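 note: plate controls were Siah plus tracer with DMSO for no effect and tracer alone without Siah for full effect; strong numbers were not always called active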
XIAP antagonists: small molecules displacing peptide from XIAP – biochemical, IAP family, fluorescence polarization (AID 1018) | XIAP BIR domain, fluorescence polarization peptide displacement; higher % means a stronger effect | displacement, % at 20 µM; hits with a dose series show IC50 in µM | 200,000 tested, 0.007% active; in the data active = displacement above about 50%; note: a part of the inactive calls stands beside numbers as strong as those of hits
Lipid droplet cells 6.5 µM: also measured in Lipid droplet; calls as there; cell count; measured here: cell count, cytotoxicity flag;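 cells counted across two imaged fields per well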
Active calls of the source: *; ? = inconclusive; nt = no result given. Cut-off read from the data, not from the text of the source, unless noted: active = inhibition above about 50%; inactive = the rest.

SMILES	M1AAP inhibition	ER stress rescue	XIAP antagonists	LYP inhibition	P. falciparum M17LAP	HEK293 NOD2/NF-kB	Lipid droplet cells 6.5 µM	Lipid droplet	AID2073	SIAH1 antagonists
Cc1cc(C(=O)N2CCc3c([nH]c4ccccc34)C2c2cccc(Cl)c2)nn1C (stereo unspecified)	10%	-0.7%	-11%	0%	-5%	-10%	765*	67*	1%	-6%
COc1ccc(S(=O)(=O)N/N=C\c2ccc3c(c2)OCO3)c(OC)c1	nt	nt	nt	-1%	nt	51%*	856	-4	-8%	9%
COc1ccccc1CNC(=O)CCc1ccccc1	nt	nt	nt	-14%	nt	10%	793	-7	10%	-3%
COc1ccc(CNC(=S)NCc2ccc(F)cc2)cc1OC	nt	nt	nt	-9%	nt	9%	837	2	5%	-3%
CCN1CCN(CCCNC(=O)c2ccccc2NC(=O)C2=C(C)OCCS2)CC1	nt	nt	nt	-1%	nt	7%	749	1	8%	-7%
OC1CCN(c2c3c(nc4cc(-c5ccc(Cl)cc5)nn24)CCC3)CC1	9%	-2.2%	-4.2%	0%	5%	16%	771	10	7%	-1%
C/C(=N\NC(=O)c1cccc(F)c1)c1cccc(NC(=O)c2ccc(F)cc2)c1	10%	0.6%	-4.1%	-10%	2%	-21%	606	0	10%	2%
CCn1c(-c2cc(Br)cc(OC)c2O)nc2cc(S(=O)(=O)N(C)C)ccc21	7%	-2.3%	1.5%	-2%	-3%	4%	nt	nt	4%	6%
Cc1ccc([N+](=O)[O-])cc1S(=O)(=O)NCCc1cn2ccccc2n1	0%	nt	nt	-1%	7%	8%	679	13	12%	2%
CCOC(=O)COc1ccc(S(=O)(=O)NCC2CCCO2)cc1 (stereo unspecified)	-5%	-3.5%	-0.3%	-4%	0%	0%	694	2	4%	24%
CCOc1ccc(N2C(=O)CN=C2Nc2ccccc2F)cc1	0%	-2.5%	-3.9%	-11%	-6%	18%	nt	nt	1%	-4%
CC(C)CN(C(=O)CSc1nncs1)c1c(N)n(CC(C)C)c(=O)[nH]c1=O	1%	-0.7%	-2.5%	-8%	3%	7%	808	5	-6%	0%
COc1ccc(N(C)S(=O)(=O)c2ccc3c(c2)CCN3C(=O)C2CC2)c(OC)c1	nt	nt	nt	-12%	nt	36%	767	-7	14%	0%
Cc1c(NC(=O)COC(=O)CSc2ccc(C(N)=O)cc2[N+](=O)[O-])c(=O)n(-c2ccccc2)n1C	nt	nt	nt	-7%	nt	-4%	686	22	-7%	1%
Cn1c(=O)c([N+](=O)[O-])c(NCCc2ccccc2)c2ccccc21	5%	-2.9%	-0.2%	-2%	7%	14%	673	8	-14%	0%
CCc1ccc(NC(=O)c2noc3c2CCCCC3)cc1	1%	-0.8%	-5.5%	-4%	2%	-106%	755	11	3%	4%
Cc1ccc(-c2nn3c(=O)c(C)nnc3s2)cc1	1%	-1.5%	-2.7%	-3%	-2%	3%	687	4	0%	0%
Cn1cccc1Cc1nnc(SCC(=O)Nc2ccc(F)cc2)n1CCc1ccccc1	5%	nt	-4.0%	2%	17%	-10%	696	3	-6%	7%
COC(=O)NC1CCC(NC(=O)OC)CC1 (stereo unspecified)	7%	-7.8%	-1.4%	-10%	8%	15%	607	13	-4%	-2%
COc1ccc2c(c1)c1ncn(CCN3CCNCC3)c(=O)c1n2C	15%	-1.6%	-7.5%	-12%	-31%	6%	779	-2	3%	6%
COc1ccc(Cn2nnnc2CN2CCc3ccccc3C2)cc1	-1%	-1.0%	-3.1%	-10%	4%	6%	741	0	9%	1%
COc1ccc(OC)c(NC(=O)CCN2CC(C)CC(C)C2)c1 (stereo unspecified)	nt	nt	nt	-12%	nt	5%	714	10	-3%	-3%
CCCCNC(=O)CCC(=O)Nc1ccc2nc(N3CCOCC3)cc(C)c2c1	4%	1.8%	-4.5%	-11%	-27%	-26%	nt	nt	7%	-2%
CCOC(=O)N1CCN(C(=O)Nc2ccc3nc(-c4ccccn4)c(-c4ccccn4)nc3c2)CC1	6%	-2.2%	-0.1%	-5%	-76%	1%	740	20	35%	3%
S=c1[nH]nc(Cc2ccccc2)n1-c1cccc2ccccc12	4%	-2.5%	-2.0%	0%	2%	12%	768	17	-8%	2%
CC(C)[C@H](NC(=O)[C@@H]1Cc2c([nH]c3ccccc23)C2c3ccccc3C(=O)N21)C(=O)NCC1CCCO1 (stereo partly specified)	nt	nt	nt	-6%	nt	6%	nt	nt	9%	-4%
O=C1CCCN1CCC(=O)N1CCCC(Nc2ccc(F)cc2)C1 (stereo unspecified)	nt	nt	nt	-9%	nt	-2%	704	2	2%	6%
Cc1ccc(-c2nnc(-c3ccc(NC(=O)c4cccs4)cc3)o2)cc1	2%	-1.0%	-5.1%	-9%	13%	6%	nt	nt	22%	16%
CCn1c(SCC(=O)c2ccccc2)nnc1-c1cc2cc(Br)ccc2o1	-6%	-0.8%	-2.0%	3%	11%	20%	656	-10	-5%	2%
c1ccc(Nc2ncnc3sc4c(c23)CCC4)cc1	-1%	1.5%	-4.9%	-2%	11%	17%	nt	nt	-1%	2%
COc1cccc(NC(=O)c2ccncc2)c1	22%	2.1%	-5.6%	-4%	16%	0%	nt	nt	4%	1%
COCCn1c(=NC(=O)CCS(=O)(=O)c2ccccc2)sc2ccccc21	nt	nt	nt	-2%	nt	39%	685	-6	12%	-3%
CSc1ccccc1C(=O)NCC(c1ccco1)N1CCCCC1 (stereo unspecified)	-4%	-1.0%	-5.4%	-6%	-8%	9%	714	2	-2%	2%
COc1ccc2oc(=O)c(C(=O)N3CCN(c4ccccc4C)CC3)cc2c1	2%	-2.7%	-1.8%	-6%	-2%	-54%	754	11	6%	-3%
CCCN1C(=O)/C(=C\C=C2\N(CC)c3ccccc3C2(C)C)SC1=S	9%	-0.2%	2.9%	4%	18%	-1%	689*	111*	9%	102%
COC(=O)c1ccc(OCC(=O)c2ccccc2)cc1	6%	-0.6%	-9.0%	1%	-1%	-74%	783	8	-4%	1%
O=C(O)c1ccc(N2C(=O)c3cccc4cccc(c34)C2=O)cc1	nt	nt	nt	-8%	nt	-4%	830	5	9%	-11%
Cc1cccc(CCNC(=O)CCS(=O)(=O)c2cc3c(cc2C)NC(=O)CO3)c1	nt	nt	nt	-11%	nt	8%	738	2	-4%	-1%
CC(C)C(OC(=O)CN1C(=O)c2ccccc2C1=O)C(=O)NC1CCCCC1 (stereo unspecified)	nt	nt	nt	-4%	nt	-2%	684	8	-1%	2%
CCC(=O)Oc1oc(-c2ccccc2)nc1C=Nc1ccc(C)cc1	2%	nt	nt	-2%	8%	4%	812	10	-11%	20%
COCCNC(=O)c1c(C)cc(C)cc1C	-3%	-0.1%	-1.6%	-5%	-1%	-5%	662	2	-6%	3%
CCOC(=O)C1CCCN(c2c(N3CCC(N4CCCCC4)CC3)c(=O)c2=O)C1 (stereo unspecified)	6%	-0.7%	-1.5%	-1%	10%	-3%	nt	nt	0%	1%
CCc1ccc(-c2nnn(Cc3nn[nH]n3)n2)cc1	5%	6.9%	-4.8%	-3%	36%	2%	nt	nt	5%	4%
Cc1cnc(NC(=O)c2ccc(-c3nc4ccccc4s3)o2)s1	2%	2.9%	-4.8%	0%	8%	-22%	nt	nt	30%	1%
CC(C)CC(=O)NC(NC(=S)Nc1ccccc1)C(Cl)(Cl)Cl (stereo unspecified)	-5%	-0.8%	-4.3%	0%	-12%	-9%	678	6	-8%	5%
COc1ccc(C(=O)Nc2ccc(Nc3ccccc3)cc2)cc1[N+](=O)[O-]	nt	nt	nt	-2%	nt	-16%	740	10	3%	7%
Cc1cccc(NC(=O)CN(C)S(=O)(=O)c2cccc3nsnc23)c1C	10%	-1.8%	-4.4%	0%	8%	16%	nt	nt	-3%	1%
CC(=O)C(Cc1cnc(Cl)s1)(Cc1cnc(Cl)s1)C(C)=O	6%	-3.9%	-4.8%	-4%	2%	5%	635	2	16%	-6%
Cc1nnc(SCC(=O)NC2CC2)s1	nt	nt	nt	0%	nt	-2%	839	1	-1%	8%
CC(C)Oc1ccc(CCNC(=O)CC2C(=O)NCCN2C)cc1 (stereo unspecified)	1%	nt	nt	5%	-11%	5%	650	6	9%	-1%
Cc1ccc(C(=O)Oc2ccc(/C=C3\C(=N)N4N=C(N5CCOCC5)SC4=NC3=O)cc2)cc1	nt	nt	nt	-8%	nt	6%	806	-2	24%	-6%
O=C(c1cc(F)c(F)cc1Cl)N1CCN(c2ncccn2)CC1	nt	nt	nt	-15%	nt	5%	773	-4	12%	-7%
CCCCSc1nc(C(=O)O)cc(=O)[nH]1	8%	nt	nt	1%	8%	20%	671	-32	10%	2%
Cc1nn(-c2ccccc2)c2sc(C(=O)NNC(=O)COc3cccc4ccccc34)cc12	-2%	-1.9%	-4.1%	-2%	5%	6%	nt	nt	17%	7%
Cn1nccc1C(=O)NC(=S)Nc1cc(Cl)cc(Cl)c1	nt	nt	nt	-2%	nt	4%	776	-3	-9%	3%
Cc1nc2ccccc2c2c1CC(C)S2 (stereo unspecified)	-6%	nt	nt	-5%	3%	17%	698	26	-2%	10%
COc1ccc(-c2nc3c([nH]2)c(=O)n(C)c(=O)n3C)c(OC)c1	1%	-0.8%	-2.8%	-3%	-5%	-15%	nt	nt	6%	26%
CCc1cc2cc(OC)ccc2nc1SCC(=O)Nc1cc(OC)c(OC)cc1C(=O)O	?	0.4%	2.0%	-3%	<1µM*	31%	667	-5	0%	4%
Cc1c(NC(=O)Nc2ccccc2Cl)sc(=S)n1C	1%	-2.4%	-6.9%	0%	-9%	-2%	737	-4	-33%	-3%
C=CCn1c(SCC(=O)Nc2ccc3c(c2)OCO3)nnc1-c1cc(Br)ccc1O	9%	2.0%	-4.0%	3%	3%	-46%	675	-9	12%	0%
CO/N=C(\C(=O)N[C@@H]1C(=O)N2C(C(=O)O)=C(COC(N)=O)CS[C@H]12)c1ccco1	-1%	-0.6%	-6.6%	-5%	49%	13%	755	-5	-2%	5%
O=C1NC(Cc2ccccc2)C(=O)N1Cc1cc([N+](=O)[O-])cc2c1OCOC2 (stereo unspecified)	4%	-1.3%	-10%	-4%	18%	-5%	683	9	-1%	-2%
O=C1Nc2ccc([N+](=O)[O-])cc2OC1CCN1CCN(Cc2ccccc2)CC1 (stereo unspecified)	10%	-0.9%	-2.7%	0%	0%	-6%	721	-9	38%	1%

Not all compounds are listed; the hit share may differ from the screen's.
